Mm-Cpn inhibitor = Inhibitors of TCP-1 ring complex (TRiC) of Methanococcus maripaludis (MmCpn): qHTS. AID 504842, 2011. 330,000 tested, 0.031% active. Chaperonin Mm-Cpn (Methanococcus maripaludis). purified Mm-Cpn ATPase, ADP Transcreener TR-FRET. Potency, µM (titrated, usually from 76.9 µM), for inactives: top-dose activity, negative = inhibition, usual class: inhibitors; note: potency is the fitted concentration of half-maximal effect; % is set by controls: 0 for no effect and ±100 for the full control effect; nearly all actives have a fitted effect of over 80% in size
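ATP (10 uM final) was added to archaeal chaperonin (25 nM final) after 10 min exposure to test compound at 37°C; after 30 min further incubation, ADP was detected by competitive TR-FRET.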
CCT modulator = High-Throughput Screening for Modulators of Cytosolic Chaperonin Activity; purified chaperonin ATPase assay, HTRF ADP detection, 30 min; activity change, % (concentration not given with the values), hits read low; 360,000 tested, 0.3% active; in the data active = activity change below about -30%; note: % is set by controls: 0 for no effect and ±100 for the full control effect
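ATPase activity: ADP formed was measured by HTRF Transcreener (665/615 nm ratio) after 30 min at 37 deg C with 10 uM ATP. Compounds screened at one 76 uM concentration against 40 or 20 nM TRiC in Tris pH 7.4/KCl/MgCl2/DTT buffer.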
A549 viability = Nrf2 qHTS screen for inhibitors: counterscreen for cytotoxicity; A549 ARE-Fluc cells, CellTiter-Fluor viability, 18-24 h; 390,000 tested, 0.16% active; Potency, µM (titrated, usually from 46 µM), without a hit: at the highest dose activity change, negative = cytotoxicity, usual class: inhibitors; note: potency is the fitted concentration of half-maximal effect; % is set by controls: 0 for no effect and ±100 for the full control effect
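A549 ARE_Fluc cells in 5% FBS OPTI-MEM were exposed to compounds in concentration-response for 18-24 h at 37 deg C. Viability was read by CellTiter-Fluor fluorescence (Ex 405/Em 525) after 30 min, before the luciferase read.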
Nrf2 inh = Nrf2 qHTS screen for inhibitors. A549 ARE-Fluc reporter, luciferase luminescence, 18-24 h. 360,000 tested, 2.1% active. Potency, µM (series often up to 46 µM), for the others: top-dose activity change, negative = inhibition, usual class: inhibitors. AID 504444, 2011; note: potency is the fitted concentration of half-maximal effect; % is set by controls: 0 for no effect and ±100 for the full control effect; nearly all actives have a fitted effect of over 60% in size
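In this cell-based qHTS, ARE-driven firefly luciferase in A549 cells reports Nrf2 activity; the luminescent signal after BugLite lysis is the measured value, with a prior CellTiter-Fluor read for cell health.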
pAkt inh = HTS Assay for Inhibitors of Akt Phophorylation: Primary Screen | activity change, % for hits at 50 µM | AID 651550, 2012 | Neuro2A IGF-stimulated pAkt S473 HTRF, 20 min; stronger effect = lower value | 360,000 tested, 0.32% active; in the data active = activity change below about -80%; inconclusive = mostly about -51% to -80%; note: % is set by controls: 0 for no effect and ±100 for the full control effect
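Single-point screen (50 µM final compound) in Neuro2A cells stimulated 20 min with 6 nM IGF at 37 deg C. After lysis, Ser473-phosphorylated Akt read by HTRF (ex 330 nm, em 615/665 nm) as the 665/615 ratio.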
HepG2 tox = qHTS for Inhibitors of TGF-b: Cytotox Counterscreen. HepG2 CAGA-GFP viability, ATP luminescence, 18 h. 410,000 tested, 0.76% active. Potency, µM (highest dose often 46.1 µM), without a hit: at the highest dose activity change, negative = cytotoxicity, most hits filed as cytotoxic; note: potency is the fitted concentration of half-maximal effect; some results filed as inactive show a strong effect at the top dose
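HepG2 CAGA-GFP cells (1000/well, DMEM with 1% FBS) received compound, then TGF-beta at 500 pg/mL final, and were incubated 18 hours at 37 degrees C. Viability was read by CellTiter-Glo luminescence. Media-only wells were set as complete cell-killing and DMSO as no toxicity.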
Nrf2 activator = qHTS of Nrf2 Activators. AREc32 ARE-luciferase reporter (MCF7-derived line), luminescence, 24 h. Potency, µM (doses to about 46.1 µM), for the others: at the top dose activation, most hits filed as activators. 410,000 tested, 0.31% active. AID 624171, 2012; note: potency is the fitted concentration of half-maximal effect; % of control where 0% means no effect; nearly all actives have a fitted effect of over 65% in size
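Reporter line AREc32 (ARE-Fluc), seeded overnight in OPTI-MEM with 5% FBS; compound pin-transferred, 24 hr at 37 deg C, 5% CO2; luminescent read-out.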
Abeta yeast res = qHTS for compounds that reverse cellular toxicity of Amyloid beta (A-beta) peptide in yeast: Primary Screen; yeast expressing A-beta42, growth rescue, OD600, 48 h; response scale: 0% DMSO, 100% iron-clioquinol control; Potency, µM (highest dose often 46.1 µM), for the others: top-dose growth rescue, usual class: activators; 410,000 tested, 0.063% active; AID 1347071, 2019; note: potency is the fitted concentration of half-maximal effect; nearly all actives have a fitted effect of over 55% in size
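Growth rescue measured by 600 nm absorbance after 48 h yeast culture at 30 C with compound. Values normalized between DMSO and an equimolar ferric chloride plus clioquinol control.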
TGFb inhibitor = qHTS for Inhibitors of TGF-b; HepG2 CAGA-GFP TGF-b/SMAD3 reporter, GFP fluorescence, 18 h; TGF-beta stimulated, 500 pg/mL final; Potency, µM (titrated, usually from 46.1 µM), without a hit: top-dose activity, negative = inhibition, most hits filed as inhibitors; 410,000 tested, 1.2% active; AID 588855, 2011; note: potency is the fitted concentration of half-maximal effect; % is set by controls: 0 for no effect and ±100 for the full control effect; nearly all actives have a fitted effect of over 65% in size
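Cell-based qHTS in HEPG2 carrying a CAGA-GFP Smad reporter; compounds added before 500 pg/mL final TGF-beta, 18 h incubation at 37 degrees C, GFP fluorescence quantified per cell by imaging cytometry.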
Numbers without * were called inactive; i = inactive; u = inconclusive; x = not tested or not shown; [ ] = another dose, or the depositor's remark. Unless noted, calls come from the whole dose curve; as a rule, active = well fitted curve in the direction sought with a large enough effect; inconclusive = small, poorly fitted or top-dose-only effect, or another doubt; inactive = no such curve, though single readings can be large; an effect the other way counts as inactive or inconclusive.

(1) CC1CN(Cc2nc3c(c(=O)n(C)c(=O)n3C)n2CC(=O)c2ccccc2)CC(C)O1 (stereo not given)
(2) Fc1ccc(NCc2cccn2-c2nnc(N3CCOCC3)s2)cc1
(3) Cc1ccccc1S(=O)(=O)N(C)C[C@@H]1OCc2cnnn2CCCC(=O)N([C@H](C)CO)C[C@H]1C
(4) O=C(CCn1ccc2cc(S(=O)(=O)N3CCCC3)ccc21)NCc1ccccc1Br
(5) COc1cccc(C(=O)Nc2nc3c(c(=O)[nH]2)CCCC3)c1
(6) CCOc1ccc(S(=O)(=O)N2CCC(C(=O)N3CCCCCC3)CC2)cc1Cl
(7) CCOC(=O)c1c(S(=O)(=O)N2CCCC(C(=O)NCc3cccc(OC)c3)C2)c(C)n(C)c1C (stereo not given)
(8) C/C(=N/NC(=O)c1cccs1)c1cccs1
Compound	1	2	3	4	5	6	7	8
Mm-Cpn inhibitor	1.6%	x	x	x	-0.1%	-2.6%	x	-0.4%
CCT modulator	-4.0	x	0.8	x	-1.8	0.2	x	1.1
A549 viability	-0.3%	-7.0%	x	7.2%	-6.5%	-4.9%	11.6%	-2.0%
Nrf2 inh	-9.8%	u	x	12.8%	0.3%	u	x	u
pAkt inh	x	x	i	x	i	i	x	i
HepG2 tox	5.1%	-17.3%	2.8%	-3.4%	-26.9%	2.5%	-14.1%	-12.5%
Nrf2 activator	0.0%	6.3%	-0.7%	-0.1%	-0.8%	0.0%	-0.1%	13.8%
Abeta yeast res	-9.9%	0.9%	-3.8%	-12.7%	-7.0%	-41.9%[inhibitor]	-12.5%	-0.2%
TGFb inhibitor	-6.1%	-7.7%	1.2%	-5.8%	-0.7%	u	-15.2%	7.9%

(9) O=C(OC1CCOC1=O)c1cc(S(=O)(=O)N2CCOCC2)c(Cl)cc1Cl (stereo not given)
(10) OCC1OC(n2cnc3c(SCc4ccccc4)nc(F)nc32)C(O)C1O (stereo not given)
(11) O=C(NC1CC1)c1ccc2c(c1)ncn2C1CCCC1
(12) O=C(CCc1c[nH]c2ccccc12)OCc1cccc([N+](=O)[O-])c1
(13) CC(C)C(OC(=O)C1=Cc2ccccc2OC1)C(=O)NCC1CCCO1 (stereo not given)
(14) CCN1C(=O)c2ccccc2S(=O)c2ccc(C(=O)NC3CC3)cc21 (stereo not given)
(15) O=C(Nc1cccc(NC(=O)c2cccnc2)c1)c1ccccc1
(16) COc1ccc(Cn2c(=O)c3oc4ccccc4c3n(Cc3ccc(Cl)cc3)c2=O)cc1
Compound	9	10	11	12	13	14	15	16
Mm-Cpn inhibitor	2.3%	x	0.3%	-0.3%	x	-1.5%	1.6%	x
CCT modulator	1.2	4.3	-2.4	-1.9	-12.4	-4.3	-1.0	x
A549 viability	13.2%	2.6%	1.7%	4.5%	-10.5%	13.1%	0.1%	13.7%
Nrf2 inh	2.1%	2.2%	u	1.1%	5.3%	2.7%	-23.6%	u
pAkt inh	i	i	i	i	i	i	i	x
HepG2 tox	-4.1%	3.0%	5.3%	1.1%	-27.6%	-13.9%	3.7%	-4.8%
Nrf2 activator	0.1%	5.5%	0.4%	0.2%	2.6%	3.4%	-0.4%	-0.4%
Abeta yeast res	-8.5%	-2.2%	9.1%	11.2µM*	-11.0%	8.8%	-0.1%	-15.4%
TGFb inhibitor	-4.2%	2.5%	1.9%	-15.0%	-17.8%	-22.1%	-1.3%	-5.4%

(17) CN(C(=O)CSc1nnc(-c2ccc([N+](=O)[O-])cc2)o1)C1CCCCC1
(18) CCC(C)(C)n1nnnc1C(c1cccnc1)N1CCCc2ccccc21 (stereo not given)
(19) O=C(NC1CCCC1)c1ccc(Br)s1
(20) CCOC(=O)c1c(NC(=O)COC(=O)Cn2cnc3ccccc32)sc2c1CCC(C)C2 (stereo not given)
(21) COc1cccc(Cn2c3ccc(NC(=O)Cc4cc(OC)ccc4OC)cc3c(=O)n2C)c1
(22) CNc1ccc(/C=C2\CSc3ccccc3C2=O)cc1[N+](=O)[O-]
(23) COc1ccc(-c2nnn(CC(=O)NC3CCCc4ccccc43)n2)cc1OC (stereo not given)
(24) O=C(NCc1ccco1)C1CCCN(S(=O)(=O)c2cccc3nsnc23)C1 (stereo not given)
Compound	17	18	19	20	21	22	23	24
Mm-Cpn inhibitor	x	-1.7%	0.6%	-2.9%	x	-1.4%	2.9%	0.1%
CCT modulator	x	-1.7	0.1	2.7	0.0	1.9	-2.3	1.3
A549 viability	-0.8%	9.5%	1.6%	-1.3%	x	-21.6%	-6.0%	3.0%
Nrf2 inh	13.4%	-16.7%	x	4.7%	x	-20.8%	u	8.6%
pAkt inh	x	i	i	i	i	i	i	i
HepG2 tox	1.2%	-33.0%	-1.2%	-28.6%	-1.4%	-3.4%	-17.0%	0.1%
Nrf2 activator	0.4%	0.3%	0.0%	1.2%	-0.6%	4.3%	-0.6%	-0.7%
Abeta yeast res	-15.0%	-8.6%	19.2%	-2.0%	-10.8%	-6.5%	7.2%	19.6%
TGFb inhibitor	10.0%	10.5%	-5.8%	-10.6%	18.6%	-18.1%	2.4%	-17.0%

(25) NNC(=O)c1cc(Br)cs1
(26) CCCCCCCCn1ccc(=N)cc1
(27) CC(=O)Oc1ccccc1/C=C/c1nc2ccccc2c(=O)o1
(28) COC(=O)Nc1nnc(CC(=O)Nc2ccccc2C)s1
(29) O=C1c2ccccc2S(=O)(=O)c2cc(C(=O)N3CCN(C(=O)c4ccccc4)CC3)ccc21
(30) Cn1c(-c2csc(-c3ccccc3)n2)n[nH]c1=S
(31) CC(C)C[C@H]1CN([C@@H](Cc2ccccc2)CN2CCC[C@H]2CN2C(=O)C(=O)NC[C@@H]2Cc2ccc(O)cc2)C(=O)C(=O)N1CC1CCCCCC1
(32) COc1ccccc1NC(=O)c1ccc(S(=O)(=O)N2CCC(C)CC2)cc1
Compound	25	26	27	28	29	30	31	32
Mm-Cpn inhibitor	1.8%	-1.4%	-2.4%	0.4%	x	-12.2%	x	0.7%
CCT modulator	-0.6	-0.6	-0.5	-0.1	-3.1	-0.4	0.7	2.8
A549 viability	u	0.1%	-8.6%	14.4%	3.8%	12.8%	x	-0.2%
Nrf2 inh	u	-23.0%	u	13.7%	11.0%	u	x	8.2µM*
pAkt inh	i	i	i	i	i	i	i	i
HepG2 tox	14.9%	-31.5%	-18.8%	0.1%	-20.3%	-11.6%	x	-3.8%
Nrf2 activator	-0.1%	-1.6%	-0.7%	-1.1%	0.0%	4.7%	-2.2%	-0.6%
Abeta yeast res	22.2%	3.2%	-20.1%	-10.9%	12.5%	u	-8.2%	5.0%
TGFb inhibitor	0.0%	-24.1%	26.5%	-16.9%	-4.8%	-12.1%	x	-25.0%

(33) COc1ccc(C(=O)COC(=O)Cn2nnc3ccccc32)cc1Br
(34) COC(=O)c1c(-c2ccc(C(C)(C)C)cc2)csc1NC(=O)C1C2CCC(O2)C1C(=O)O (stereo not given)
(35) Cc1nnc(N2CCOCC2)c2nn(-c3cccc(Cl)c3)c(C)c12
(36) CCOC(=O)N1CCN(c2c(F)cc3[nH]c(=S)[nH]c3c2Br)CC1
(37) COc1cccc(C2c3[nH]c4ccccc4c3C[C@H]3C(=O)N(c4ccccc4C(=O)N4CCC(C(=O)O)CC4)C(=O)N23)c1 (stereo not given in full)
(38) CCOCCc1nnc(NC(=O)C(=O)c2cc(C)n(-c3ccc(C)c(C)c3)c2C)s1
(39) CCCCN1CC(COCc2ccccc2)Oc2cccc(F)c2S1(=O)=O (stereo not given)
(40) CC1Oc2ccccc2N(CC(=O)NC2CC2)C1=O (stereo not given)
(41) O=C(Oc1cc2oc(=O)cc(-c3ccccc3)c2cc1Cl)C1CCCCC1
Compound	33	34	35	36	37	38	39	40	41
Mm-Cpn inhibitor	-2.0%	-0.8%	-0.5%	-1.6%	1.0%	x	x	0.3%	-2.3%
CCT modulator	-3.3	0.2	-0.5	-6.5	2.0	x	-0.1	-2.2	0.8
A549 viability	0.8%	0.0%	-20.9%	u	-0.3%	-10.6%	13.9%	2.3%	-10.0%
Nrf2 inh	3.6%	0.3%	u	u	10.9%	1.1%	-3.2%	16.9%	x
pAkt inh	i	i	i	i	i	x	i	i	i
HepG2 tox	-14.3%	1.4%	-8.8%	-15.7%	-1.4%	-27.5%	-34.0%	2.0%	6.3%
Nrf2 activator	2.2%	-0.5%	2.8%	2.2%	-0.4%	5.0%	2.5%	-0.1%	0.3%
Abeta yeast res	6.5%	13.3%	2.0%	24.1%	-1.7%	-16.1%	3.8%	3.2%	0.0%[9.22 µM]
TGFb inhibitor	6.1%	-1.6%	-4.0%	-0.7%	-0.5%	u	u	9.8%	5.0%

Screening results as filed in PubChem BioAssay.
